ATG4B inh: ATG4B protease inhibitors, primary screen, biochemical, fluorescence, uHTS; 340,000 compounds, 0.51% hits; Cysteine protease ATG4B (Homo sapiens), Q9Y4P1; ATG4B cleavage of LC3-PLA2, NBD-HPC fluorescence, 1 h; inhibition, % at 8.33 µM; in the data active means inhibition above about 40%
NR3A LBD binder: binders of NR3A ligand-binding domain, primary screen, biophysical, differential scanning fluorimetry, uHTS. 340,000 compounds, 2.5% hits. Tm shift relative to glycine control, % at 25 µM. NR3A LBD differential scanning fluorimetry, Tm shift; 0% = protein alone, 100% = glycine-bound protein;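 active means melting temperature shift of at least 10% of the positive control shift, at one fixed dose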
PfG6PD inh: PfG6PD enzyme inhibitors, primary screen, biochemical, fluorescence intensity, uHTS; glucose-6-phosphate dehydrogenase-6-phosphogluconolactonase (Plasmodium falciparum 3D7); inhibition, % at 20 µM; 350,000 compounds, 0.78% hits; PfGluPho enzyme, NADPH resazurin-diaphorase fluorescence;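 active means inhibition reaching at least a set limit at 20 µM in the primary screen, cut at about 59% in these data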;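 further: 0% = DMSO wells with substrate and 100% = DMSO wells lacking glucose-6-phosphate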
SENP8 block: human SENP8 protease inhibitors, primary screen, biochemical, fluorescence, Nedd8 protein substrate, uHTS. 360,000 compounds, 0.64% hits. recombinant SENP8. inhibition, % at 20 µM; in the data active means inhibition mostly above about 40%, no sharp cut-off; inactive means mostly below about 27%
Target sequence (Q96LD8 whole entry, looked up): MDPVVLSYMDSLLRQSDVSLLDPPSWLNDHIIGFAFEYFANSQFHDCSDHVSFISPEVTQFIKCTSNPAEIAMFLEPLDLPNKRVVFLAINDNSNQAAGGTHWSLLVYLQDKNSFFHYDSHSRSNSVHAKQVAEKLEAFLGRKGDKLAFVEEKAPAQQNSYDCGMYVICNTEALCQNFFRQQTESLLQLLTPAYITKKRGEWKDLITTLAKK
SENP6 block: SENP6 protease inhibitors, primary screen, biochemical, luminescence, uHTS; Sentrin-specific protease 6 (Homo sapiens), Q9GZR1; Recombinant SENP6 catalytic domain, aminoluciferin luminescence; inhibition, % at 10 µM; 330,000 compounds, 1.8% hits;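 active means inhibition above about 50% at the single tested dose, limit read from the data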;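 further: plate controls were DMSO wells with enzyme for no effect and DMSO wells lacking enzyme for full effect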
hIAP act: human IAP activators, primary screen, biochemical, luminescence, uHTS | Intestinal-type alkaline phosphatase (Homo sapiens), P09923 | purified human IAP, CDP-Star luminescence, 30 min; stronger effect = higher value; 1 = vehicle-only enzyme, 0 = enzyme-free background | activation factor at 10 µM | 330,000 compounds, 0.16% hits | AID 2524, 2010;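 active means activation factor of the enzyme at least 2-fold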; further: the source names both 10 and 20 µM as test concentration; values of inactives mirror those of a sister screen read the other way
Target sequence (P09923 whole entry, looked up): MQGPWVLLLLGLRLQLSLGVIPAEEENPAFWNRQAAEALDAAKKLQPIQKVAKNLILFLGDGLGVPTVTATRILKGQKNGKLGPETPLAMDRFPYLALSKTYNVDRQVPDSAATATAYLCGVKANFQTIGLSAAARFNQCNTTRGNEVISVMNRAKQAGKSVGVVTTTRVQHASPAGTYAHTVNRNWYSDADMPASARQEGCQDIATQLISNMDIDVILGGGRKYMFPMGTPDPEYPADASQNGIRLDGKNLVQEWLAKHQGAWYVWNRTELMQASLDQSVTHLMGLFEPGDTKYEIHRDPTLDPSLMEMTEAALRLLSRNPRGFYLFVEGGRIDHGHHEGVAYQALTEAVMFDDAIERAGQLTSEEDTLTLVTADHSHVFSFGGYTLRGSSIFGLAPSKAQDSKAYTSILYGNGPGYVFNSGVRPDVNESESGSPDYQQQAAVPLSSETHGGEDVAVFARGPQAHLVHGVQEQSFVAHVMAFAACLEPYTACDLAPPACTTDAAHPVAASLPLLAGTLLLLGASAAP
SENP1 FRET inh: human SENP1 catalytic domain inhibitors, primary screen, biochemical, FRET, uHTS; Sentrin-specific protease 1 (Homo sapiens), Q9P0U3; recombinant SENP1 catalytic domain, CyPet-SUMO1-YPet FRET cleavage; inhibition, % at 10 µM; 360,000 compounds, 0.21% hits; AID 624204, 2012;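 active means inhibition at least 30% at 10 µM, raw YFP signal under a set limit, fluorescence ratio 0.5 to 1.5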;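 further: 0% = enzyme with DMSO and 100% = no enzyme wells; some results filed as inactive read as strong as hits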
Target sequence (Q9P0U3 419-644 limits assumed): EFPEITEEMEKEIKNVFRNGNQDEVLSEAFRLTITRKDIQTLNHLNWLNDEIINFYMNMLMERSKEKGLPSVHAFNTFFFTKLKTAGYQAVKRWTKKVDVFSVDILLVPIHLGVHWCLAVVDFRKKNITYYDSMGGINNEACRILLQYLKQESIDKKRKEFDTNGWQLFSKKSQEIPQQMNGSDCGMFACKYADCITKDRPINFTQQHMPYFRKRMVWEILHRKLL
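Material – human SENP1 catalytic domain · Input – SENP1 enzyme, 20 pM final · Compound dosing – single concentration of 10 µM compound, 0.5% DMSO final · Timing – enzyme reaction for 50 min at room temperature, dark · Measured by – FRET fluorescence in CFP and YFP emission channels · Control set – no-enzyme wells low, DMSO-plus-enzyme wells high control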
MPTP inh: mitochondrial permeability transition pore inhibitors, primary screen, biochemical, isolated mouse mitochondria, absorbance | Ca2+ swelling absorbance, 30 min | inhibition, % at 10 µM | 360,000 compounds, 1.4% hits | AID 602449, 2012;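 active means inhibition of 50% or more, scaled per plate between neutral and stimulator controls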;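 further: 0% = DMSO wells given calcium and 100% = 1 mM EGTA wells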
Active calls of the source: *; nt = no result given.

SMILES	ATG4B inh	NR3A LBD binder	PfG6PD inh	SENP8 block	SENP6 block	hIAP act	SENP1 FRET inh	MPTP inh
COC(=O)c1cc(=O)n(Cc2cccs2)c(=Nc2ccc(F)cc2)s1	-9	-1	6	16	-16	1.1	0	3.3
CCN(CC)C(=O)CC(c1cc(OC)c(OC)c(OC)c1)c1c(OC)cc(OC)c2ccc(=O)oc12 (stereo not given)	-9	0	-3	-311	-22	0.92	-51	1.7
CCCCc1nc2ccccc2c(=O)n1NC(=O)c1c(O)c2c(n(CC(C)C)c1=O)CCCC2	5	0	-22	-27	nt	nt	0	0.1
CCOc1ccc(NC(=O)C2CCCN2S(=O)(=O)c2ccc(OCC)cc2)cc1 (stereo not given)	-9	0	8	-3	-2	1.1	1	2.6
O=Cc1ccc(OCc2cn3ccccc3n2)cc1	-9	1	7	22	-14	0.95	-4	-0.4
COC(=O)c1cccc(NC(=O)COc2cccc([N+](=O)[O-])c2)c1	3	2	1	14	-1	1	0	2.7
C=CCn1c(SCC(=O)NC2CC2)nc2sc(CC)cc2c1=O	-3	-2	-11	8	3	1.1	0	0.0
O=C(NC(N1CCCCCC1)C(Cl)(Cl)Cl)c1ccccc1Cl (stereo not given)	38	1	-6	8	-15	0.9	1	-0.7
CC(=O)Nc1ccc(NC(=O)COC(=O)C2(c3ccc(Cl)cc3)CCCC2)cc1	-7	-7	3	11	-5	1	2	5.0
CCCSc1oc(-c2ccco2)nc1S(=O)(=O)c1ccccc1	-5	0	0	-16	1	1.3	0	1.8
COc1ccc(-n2c(=O)c3ccccc3n(CC(=O)c3ccccc3)c2=O)cc1OC	2	4	1	26	5	0.91	2	2.0
O=C(CCC(=O)c1cccs1)Nc1nnc(C2CC2)s1	-3	0	3	-3	-16	1	-2	19
C/C(N)=C(/C#N)C(=O)COC(=O)c1ccc(C)c(S(=O)(=O)N2CCCCC2)c1	-1	2	-7	16	-4	0.85	4	-0.3
COCCCNC(=O)CCn1c(=O)c2ccccc2n(CC(=O)Nc2ccccc2C)c1=O	-1	-4	-2	24	-15	1	-1	-0.3
O=c1[nH]c(C(F)(F)F)nc2ccccc12	-2	-1	11	12	-20	0.97	-1	-1.2
COc1ccccc1Nc1nc(-c2cccc([N+](=O)[O-])c2)cs1	-9	33*	39	11	-12	0.83	0	2.2
Cc1ccccc1CN(C)C1CCN(C)CC1	1	1	-1	23	-20	0.94	0	0.0
CCOc1ccc(OCC)c(NS(=O)(=O)c2cn(C)cn2)c1	-2	-1	7	23	5	0.77	1	0.6
COc1ccc(C(C(=O)NC2CCCC2)N(C(=O)c2snc(C(N)=O)c2N)C2CCCC2)cc1OC (stereo not given)	-3	-2	-2	-181	12	0.93	-3	-0.8
NS(=O)(=O)c1ccc(CNC(=O)c2ccc(C(=O)c3ccccc3)cc2)cc1	-12	-2	5	6	-16	1.1	1	1.0
C/C(=N\N1CCN(c2ccc(Cl)cc2)CC1)c1cccc([N+](=O)[O-])c1	2	-1	19	18	14	0.97	2	3.2
CC(C)CCOP(=O)(c1ccc(N(C)C)cc1)C(O)c1ccccn1 (stereo not given)	4	-1	-11	5	-9	1.2	-8	-0.6
COc1ccc(CNC(=O)c2cc(-n3cnnc3)ccc2Cl)cc1	-4	-2	5	23	-20	1.1	2	0.0
CC(C)C[C@H]1CNC(=S)N1CC1CCCN1C[C@H](Cc1ccc(O)cc1)N1C[C@H](Cc2ccccc2)N(CC2CCCCC2)C1=S (stereo not given in full)	nt	7	-2	2	nt	nt	1	-0.2
Cc1nc(N2CCN(C)CC2)c2cc(-c3ccccc3)sc2n1	-2	-2	-4	-89	1	1.1	3	-1.0

Another view of part of the listing above.
> COCCCNC(=O)CCn1c(=O)c2ccccc2n(CC(=O)Nc2ccccc2C)c1=O
  ATG4B inh: -1; NR3A LBD binder: -4; PfG6PD inh: -2; SENP8 block: 24; SENP6 block: -15; hIAP act: 1; SENP1 FRET inh: -1; MPTP inh: -0.3

> COC(=O)c1cccc(NC(=O)COc2cccc([N+](=O)[O-])c2)c1
  ATG4B inh: 3; NR3A LBD binder: 2; PfG6PD inh: 1; SENP8 block: 14; SENP6 block: -1; hIAP act: 1; SENP1 FRET inh: 0; MPTP inh: 2.7

> CCCCc1nc2ccccc2c(=O)n1NC(=O)c1c(O)c2c(n(CC(C)C)c1=O)CCCC2
  ATG4B inh: 5; NR3A LBD binder: 0; PfG6PD inh: -22; SENP8 block: -27; SENP6 block: nt; hIAP act: nt; SENP1 FRET inh: 0; MPTP inh: 0.1

Sorted by molecular weight (highest first): part of the list above
SMILES	ATG4B inh	NR3A LBD binder	PfG6PD inh	SENP8 block	SENP6 block	hIAP act	SENP1 FRET inh	MPTP inh
COC(=O)c1cc(=O)n(Cc2cccs2)c(=Nc2ccc(F)cc2)s1	-9	-1	6	16	-16	1.1	0	3.3
COc1ccccc1Nc1nc(-c2cccc([N+](=O)[O-])c2)cs1	-9	33*	39	11	-12	0.83	0	2.2
O=c1[nH]c(C(F)(F)F)nc2ccccc12	-2	-1	11	12	-20	0.97	-1	-1.2

Later entries.
SMILES	ATG4B inh	NR3A LBD binder	PfG6PD inh	SENP8 block	SENP6 block	hIAP act	SENP1 FRET inh	MPTP inh
COc1cccc(CNC(=O)CCNC(=O)c2ccc(Br)o2)c1	2	0	10	8	-4	0.84	2	0.8
CN=C(Nc1cc(C)nn1CCC#N)c1ccccc1	14	0	-5	6	-12	1.2	0	-0.3
Cc1cc(NC(=O)CSc2nc3cc4c(cc3c(=O)n2CCc2ccccc2)OCO4)no1	-2	3	10	21	-7	0.92	1	3.9
COc1ccccc1NC(=O)CC1SC(=N)N(c2ccccc2)C1=O (stereo not given)	1	0	6	15	13	1.2	2	-3.8
O=C1Nc2cc(C(F)(F)F)ccc2N2CCCCC12 (stereo not given)	6	0	6	-7	5	0.96	-12	0.1
COc1cc2c(cc1OC)C(C)N(C(=O)c1cc3c(C)cc(C)cc3[nH]1)CC2 (stereo not given)	10	-8	28	-22	3	1.1	-5	-0.4
NC(=O)c1c(NC(=O)CSc2nnc(-c3ccccc3)n2CC2CCCO2)sc2c1CCC2 (stereo not given)	-5	-1	-4	-16	21	0.99	-6	-0.3
CCOC(=O)C(C(C)=O)C(c1ccc(OCCC(C)C)cc1)C(C(C)=O)C(=O)OCC (stereo not given)	-11	-2	11	-24	-32	0.93	3	0.5
O=C(Nc1ccccc1)C1CCCN1S(=O)(=O)c1cccs1 (stereo not given)	6	0	-17	28	-14	0.97	1	-2.1
Cc1cccc(NC(=O)N(Cc2nc3ccccc3c(=O)[nH]2)C2CCCC2)c1	1	1	9	6	-11	1.1	1	-1.3
CC(OC(=O)c1cc[n+]([O-])cc1)C(=O)NCc1ccccc1 (stereo not given)	8	0	-15	10	-12	1	-1	-0.7
CC1=Nc2ccc(Br)cc2C(c2ccccc2)N1CC(=O)O (stereo not given)	-4	0	0	4	7	0.93	3	-2.0
COC(=O)c1ccccc1NC(=O)CN1C(=O)CSC1=O	6	0	-12	4	-4	1.3	1	0.8
CC1(C)NC(=O)N(CCC(=O)Nc2cc(C(F)(F)F)ccc2Cl)C1=O	0	1	-10	-2	-6	1.1	1	-0.4
COc1ccc2c(CC(=O)Nc3ncc(C)s3)coc2c1	6	0	1	-5	-22	1	-8	-1.8
Cc1cc(C)cc(OCCn2nnc3ccccc32)c1	-2	0	21	13	-20	1.1	2	-0.2
O=C(NCC(c1ccco1)N1CCc2ccccc21)c1cccc(F)c1 (stereo not given)	12	nt	11	-4	-16	1	1	0.8
CCCC1C(C#N)=C(N)Oc2cc(C)n(C)c(=O)c21 (stereo not given)	-4	-1	-3	-277	1	0.98	-179	-1.7
COc1cc(/C=N/NC(=O)c2cccnc2)ccc1OC(=O)c1ccc2c(c1)OCO2	-23	0	9	4	5	0.94	6	0.0
CC(C)C(=O)N(c1ccc2oc(=O)sc2c1)S(=O)(=O)c1ccccc1	-1	-1	5	21	6	0.98	0	2.9
O=C(O)/C=C/C(=O)Nc1nc(-c2ccc3ccccc3c2)cs1	5	-2	-29	-4	-6	0.93	0	20
COC(=O)c1cc2occc2n1CC(=O)Nc1ccc(OC)c(OC)c1OC	-3	2	2	10	-22	1.2	0	0.5
CCOC(=O)c1[nH]c(C)c(CCC(=O)OC)c1C	-14	-1	-4	5	20	0.82	0	0.8
COc1cc2c(cc1OC)CN(C(=O)c1nn(Cc3ccccc3)c(=O)c3ccccc13)CC2	-18	-3	-2	-10	-15	1	1	2.1
Cc1oc(-c2cccs2)[n+]([O-])c1C	-3	-1	-5	3	-8	1	1	3.9

Additional entries follow.
SMILES	ATG4B inh	NR3A LBD binder	PfG6PD inh	SENP8 block	SENP6 block	hIAP act	SENP1 FRET inh	MPTP inh
O=C(CSCc1cnn(-c2ccccc2)c1-n1cccc1)NCc1ccccn1	4	-1	0	-9	16	0.95	1	0.8
CC1(C)C(=O)Nc2ccccc2N1C(=O)COc1ccc(C#N)cc1	-6	0	8	12	-6	1.1	-2	-1.7
O=C(Nc1ccccc1F)C1C2C=CC3(O2)C1C(=O)N(c1cccnc1)C3C(=O)NC1CCCCC1 (stereo not given)	-9	-2	4	17	-13	0.95	0	1.6
CC1(C)Cc2c(c(N3CCCC3)nc3sc(C(=O)Nc4ccccc4)c(N)c23)CO1	20	-7	33	-358	15	0.93	-39	4.5
O=C(N/N=C/c1cn(-c2ccccc2)nc1-c1ccc(F)cc1)c1ccc(Br)o1	-1	2	-7	-143	-6	1.1	-1	-1.1
COc1ccc(OC(=O)c2cccc(S(=O)(=O)N3CCCC3)c2)cc1	-2	2	-2	8	-9	0.86	1	-1.4
Cc1ccc(S(=O)(=O)C(F)(F)F)cc1NC(=O)c1cccnc1	-5	2	-2	20	8	1	-1	0.6
Nc1nc(Nc2cccc(F)c2)nc(N2CCOCC2)c1[N+](=O)[O-]	-8	2	-3	24	-10	0.97	1	1.7
Cc1ccc(SCCCCN2CCOCC2)cc1	2	4	-17	28	0	1.1	3	1.8
COc1cc(CCC(=O)OCC(=O)NC(=O)c2ccc(Cl)cc2)cc(OC)c1OC	-2	-2	-14	7	6	0.91	-5	-2.7
Cc1csc(CN(C)C(=O)CC2C(=O)NCCN2Cc2ccc(F)c(F)c2)n1 (stereo not given)	-2	0	4	-111	-9	1.3	-4	-0.3
CC(=O)OC(C)C[N+](C)(C)C (stereo not given)	-1	-2	-8	9	2	1.1	1	0.4
COc1ccc(-n2nc(C(=O)NCC(=O)NCCCN3CCN(C)CC3)c3ccccc3c2=O)cc1	0	-3	-3	-31	-14	0.94	7	1.4
COCCn1c(C)cc(C(=O)CSc2nc3ccccc3o2)c1C	-15	1	10	18	-26	1.1	-3	4.0
CCOc1ccc(OCCN(C)Cc2ccccc2)cc1	-13	1	-1	4	-4	1.1	0	-1.6
O=S(=O)(/N=C/c1c(O)ccc2ccccc12)c1ccccc1	5	0	29	-51	15	0.95	-50	-0.2
CN(C)c1ccc(/C=N/N2CCN(c3ccccn3)CC2)cc1	-15	1	11	11	74*	1	3	0.3
O=C(CSc1nnnn1C1CCCCC1)N1CCc2ccccc21	8	-2	14	7	0	0.72	1	2.1
O=C(CO/N=C/c1c(Cl)cccc1Cl)NNC(=O)c1cccc(Cl)c1	24	1	-11	16	-15	0.95	1	0.9
CCC1=NN(C(=O)COc2ccccc2)C(O)(c2ccc(Br)cc2)C1 (stereo not given)	4	-1	-40	9	-1	0.9	0	13
CC(C)C(=O)Nc1cccc(-c2cn3ccccc3n2)c1	1	0	-19	-21	-2	0.76	3	-0.9
CCC(C)NC(=O)C1CCN(CCCc2ccccc2)CC1 (stereo not given)	2	-2	-5	4	17	1.1	2	-0.4
O=C1CCN(c2ncccc2[N+](=O)[O-])CC1	0	-1	-7	21	12	1	0	-0.3

Bioassay records from PubChem BioAssay.
